IkB signaling: inhibitors of IkB signaling in ABC-DLBCL cells; ABC-DLBCL IkBa-CBG/CBR dual luciferase ratio, 4 h; response scale: scaled: untreated 0%, proteasome inhibitor 100%; Potency, µM (highest dose often 57.1 µM), for inactives: at the top dose IkBa stabilization activation; actives 0.04% (n = 110,000); active means well fitted curve in the direction sought with a large enough effect in the signal ratio, not every such curve was filed as active; inconclusive means small, poorly fitted or top-dose-only effect, or a change in a side signal; the % refers to the signal ratio;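 further: the direction sought is a rising ratio; 0% = basal untreated cells and 100% = reference inhibitor full response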
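In this assay, an IκBα–CBG68 fusion accumulates when IKK-driven degradation is blocked; native CBR normalizes for cell number. OCI-Ly3 cells were treated 4 h with compound and doxycycline, then green and red light read after Chroma-Glo addition.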
Peg3 imprint: induces erasure of genomic imprints in mouse ES cells; mouse ES Peg3-LacZ reporter, beta-gal luminescence, 40 h; Potency, µM (series often up to 60.7 µM), for inactives: at the top dose activity change, positive = activation, actives largely listed as activators; actives 0.02% (n = 110,000); AID 1948;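 further: 0% = negative control wells on the plate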
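Each well holds 300 Peg3LacZ-Neo (maternal) female ES cells incubated 40 h at 37C, 5% CO2. LacZ is measured by BetaGlo luminescence, with AC50 and maximum efficacy derived from dose-response curves.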
p53ts 39C kill: p53ts cell cytotoxicity, nonpermissive temperature. H1299-p53A138V viability at 39C, ATP luminescence, 24 h. Potency, µM (doses to about 46.1 µM), for the others: top-dose activity change, negative = cell killing, actives largely listed as cytotoxic. actives 1.5% (n = 130,000). AID 902; further: nearly all actives have a fitted effect of over 55% in size
p53ts 32C tox: cytotoxicity in p53ts cells at permissive temperature | Potency, µM (titrated, usually from 46.1 µM), without a hit: at the top dose activity change, negative = cytotoxicity, actives largely listed as cytotoxic | H1299-p53A138V at 32C, ATP luminescence viability, 24 h | actives 0.93% (n = 130,000);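 further: 0% = DMSO and -100% = full killing by reference compound; nearly all actives have a fitted effect of over 55% in size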
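H1299-p53 A138V cells (temperature-sensitive p53) exposed 24 h to up to 46 uM compound at 32C, where p53 is wild-type in conformation. Viability read as ATP luminescence and normalised to DMSO and 100 uM tamoxifen. AC50 fitted with the Hill equation.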
The depositor's hits bear a star; u = inconclusive; x = not tested or not shown; & = joins results of further samples; [ ] = another dose, or the depositor's remark. Unless noted, the call rests on the fitted dose curve; in most records, active means well fitted curve in the direction sought with a large enough effect; inconclusive means small, poorly fitted or top-dose-only effect, or another doubt; inactive means no such curve, though single readings can be large; an effect the other way counts as inactive or inconclusive. Unless noted, on the % scale 0 is the no-effect control and ±100 the full control effect; potency means the concentration at half of the fitted maximal effect. The order is random; any-hit rate near 1.7%.

SMILES	IkB signaling	Peg3 imprint	p53ts 39C kill	p53ts 32C tox
CCCCOc1ccc(C2=NC(c3cccs3)=Nc3ccc(CC)cc3N2)cc1	-3.2%	-18%[10.9 µM]	-12%	-6%
Cc1nc2cnc(Oc3cccc(Cl)c3)nc2n(CCC#N)c1=O	2.1%[11.4 µM]	x	-4%	-6%
Cc1ccc(SCc2[nH]nc3c2C(c2cccnc2)C(C#N)=C(N)O3)cc1 (stereo unspecified)	0.6%	4%	-9%	2%
CC(C)OC(=O)CSc1nnc(-c2ccc(O)cc2)n1Cc1ccccc1	u	-18%	-22%	-28%
CCCN(CCC)C(=O)Cn1c(=O)n(CCCCCC(=O)Nc2ccccc2)c(=O)c2sccc21	-1.0%	3%[10.9 µM]	6%&-5%	2%&-12%
Cc1ccc2nc(-c3ccc(NC(=O)COc4ccccc4C(C)(C)C)cc3)sc2c1	-0.2%	-7%[10.9 µM]	u	-7%
CC(=O)c1cccc(NC(=O)CCS(=O)(=O)c2ccc3c(c2)n(C)c(=O)c(=O)n3C)c1	-0.5%	-6%[10.9 µM]	-5%	0%
O=C(Cc1ccc(S(=O)(=O)N2CCOCC2)s1)Nc1ccc2c(c1)CCC2	1.5%	-28%	-5%	-2%
CC(C)Cc1cc(C(=O)O)n[nH]1	0.5%	8%	-16%	-2%
CCn1c(CNc2nc(-c3ccccc3)cs2)nnc1SCC(=O)NCc1ccccc1	x	x	-17%	-15%
COc1cc(C(=O)NCc2ccc3c(c2)CCN3C(=O)c2ccc(Cl)cc2)cc(OC)c1OC	u	4%[10.9 µM]	-18%	-6%
O=C1CC(c2ccco2)Cc2nc(NCC3CCCO3)ncc21 (stereo unspecified)	0.2%	-13%	-8%	-6%
COc1cc(CN2CCN(S(=O)(=O)c3ccc(NC(C)=O)cc3)CC2)cc(OC)c1OC	-2.5%	-6%[10.9 µM]	6%	1%
COc1ccc(OC)c(C2NC(=O)NC(C)=C2C(=O)Nc2ccc(F)cc2)c1 (stereo unspecified)	4.3%	-9%[10.9 µM]	12%	4%
C=CCOc1ccc(C2N3CC4(C)CN2CC(CCC)(C3)C4=O)cc1 (stereo unspecified)	1.6%	-25%	-11%	-5%
CC(=O)OCC(=O)[C@@]1(O)CCC2C3CC[C@H]4CC(O)CC[C@@]4(C)C3C(=O)C[C@]21C (stereo partly specified)	x	3%	2%	1%
COc1ccc(OC)c2[nH]c(=O)c(CCNS(=O)(=O)c3ccccc3)cc12	0.5%	-14%	2%	-12%
CC(=O)Nc1ccc(C)cc1-c1nc2ccccc2n(CC(=O)c2ccc(C)c(C)c2)c1=O	0.2%	-12%[10.9 µM]	8%	5%
Oc1c(Cl)cc(C(c2cc(Cl)c(O)c(Cl)c2)C(c2cc(Cl)c(O)c(Cl)c2)c2cc(Cl)c(O)c(Cl)c2)cc1Cl	9.3%[11.4 µM]	-22%[10.9 µM]	-4%[9.22 µM]	21%[9.22 µM]
COc1cccc(OCc2nc3c4cnn(-c5ccccc5)c4ncn3n2)c1	0.6%	-29%	10%	0%
COc1cccc(-c2nccc(N(C)Cc3ccco3)n2)c1	-1.1%[11.4 µM]	-60%[inhibitor]	10µM*	10µM*
COc1ccc(-c2cc(C(F)(F)F)n3nc(C(=O)Nc4ccccc4SC)cc3n2)cc1OC	-5.0%	6%[10.9 µM]	7%	3%
Cc1cc(C)nc(N2CCCC(C(=O)NCc3ccccc3)C2)n1 (stereo unspecified)	x	x	-2%	8%
COc1ccccc1CNc1cc(-c2cccnc2)ncn1	0.4%[11.4 µM]	-9%	1%	6%
COc1ccc2c(c1)CCc1c(C(=O)NCCN3CCOCC3)noc1-2	-0.7%	0%	-11%	-8%
CCNS(=O)(=O)c1ccc(NC(=O)CSc2nc(-c3ccco3)cc(C(F)(F)F)n2)cc1	u	-9%[10.9 µM]	-22%	6%
CCn1c(SCC(=O)c2ccc3c(c2)OCCO3)nnc1C(C)C	4.9%	-25%	-15%	-9%
Cc1nc(N2CCCC2)c2c(C(=O)Nc3ccc(C)c(Cl)c3)c(C)oc2n1	-1.6%	-12%[10.9 µM]	-11%	7%
COc1ccc(N2CCN(Cc3nc4c(c(=O)n(C)c(=O)n4C)n3CCc3ccccc3)CC2)cc1	u	-8%	9%	-12%
O=C(Nc1sc2c(c1C(=O)NCc1ccco1)CCCC2)c1ccc2c(c1)OCO2	8.0%	-29%	-7%	2%

Reprinted from the part before: two compounds, then new ones.
SMILES	IkB signaling	Peg3 imprint	p53ts 39C kill	p53ts 32C tox
COc1ccc(N2CCN(Cc3nc4c(c(=O)n(C)c(=O)n4C)n3CCc3ccccc3)CC2)cc1	u	-8%	9%	-12%
O=C(Nc1sc2c(c1C(=O)NCc1ccco1)CCCC2)c1ccc2c(c1)OCO2	8.0%	-29%	-7%	2%
CCOC(=O)c1ccc(NS(=O)(=O)c2cc(-c3onc(C)c3C)ccc2C)cc1	u	16%[10.9 µM]	-5%	13%
CCOc1ccc(CCNC(=O)Cn2ncc3c(=O)oc4ccc(C)cc4c32)cc1	u	-9%[10.9 µM]	20%	6%
CCC(=O)C1=C(c2cccc(OC)c2)N(C(=O)CC)n2c(nnc2C2CCCCC2)S1	-2.2%	-16%[10.9 µM]	21%	-13%
Cc1ccc(NC(=O)c2cc(-c3cccs3)nc3ccccc23)c(C)c1	u	-13%[10.9 µM]	-1%	-3%
Cc1ccccc1-c1cc(N(C)C)ncn1	1.9%[11.4 µM]	u	-15%	3%
O=S(=O)(c1ccc(Br)cc1)N1CCCC1c1nc2ccccc2s1 (stereo unspecified)	x	x	-11%	4%
CCOC(=O)c1cccc(NC(=O)c2cc3c(=O)n(Cc4cccnc4)ccc3nc2C)c1	0.1%	-15%[10.9 µM]	17%	17%
Cc1cc(N)c(NC2=CC(=O)CC(C)(C)C2)cc1C	u	-25%	-16%	0%
O=C(NCC1CCCO1)c1ccc(COCC(F)(F)C(F)F)cc1 (stereo unspecified)	-1.0%	-17%	2%	-2%
COC(=O)c1ccc(N2C(=O)CC(SCCN)C2=O)cc1 (stereo unspecified)	x	x	-18%	-30%
Cc1ccc(-n2ncc3c(Nc4cccc(C(=O)O)c4)ncnc32)cc1	63%	-47%[inhibitor][10.9 µM]	-14%	-21%
Cc1ccc(S(=O)(=O)N2CCc3cc(C(=O)Nc4ccc(C(F)(F)F)cc4)ccc32)cc1	-0.5%	-12%[10.9 µM]	-28%	-6%
CO[C@@H]1COC(=O)CC=C[C@@H](C)[C@@H]2C=C[C@@H](O)[C@@H](COC(=O)C/C=C\[C@H]1C)O2	x	x	-8%[9.22 µM]	18%[9.22 µM]
O=C(Nc1ccc2c(c1)OCCO2)C1CCCN1S(=O)(=O)c1cccc2cccnc12 (stereo unspecified)	-4.2%	-15%	-7%	4%
Cc1ccc(C(=O)c2cn(Cc3ccccc3F)c3cc4c(cc3c2=O)OCCO4)cc1	u	-6%[10.9 µM]	-11%	-2%
CCCC1=Nc2cc(C(=O)NCCc3ccccc3)ccc2Sc2ccc(C)cc21	u	-20%[10.9 µM]	-3%	-1%
COC(=O)[C@@H]1C[C@@]2(O)[C@H](O)[C@H](O)[C@H](O)C[C@H]2N1Cc1ccc(C)s1	x	-4%	7%	-2%
COc1ccc(NC(=O)Cn2c(SCc3cccc(Cl)c3)nc3ccncc32)c(OC)c1OC	u	-4%[10.9 µM]	-7%	-5%
CC(C)[C@@H](OCc1ccccc1)[C@H](C)CO/N=C1/[C@H]2OC2[C@@H](O)[C@H]2[C@H]1CCn1c(=O)n(-c3ccccc3)c(=O)n12 (stereo partly specified)	x	x	-6%[9.22 µM]	13%[9.22 µM]
Cn1cccc1C(=O)N1CCC[C@@]2(CCN(c3ccncc3)C2)C1	2.4%[11.4 µM]	x	0%	-5%
COc1ccc(-c2nc(CSCC(=O)N3CCN(C4CCCCC4)CC3)c(C)o2)cc1OC	-3.5%	-25%	7%	8%
COC(=O)c1c(C)oc2ccc(OC(=O)c3cccs3)cc12	3.2%	-17%	-13%	-3%
CC(=O)c1ccc(NC(=O)c2ccc3c(c2)N(Cc2cccc(Cl)c2)C(=O)c2ccccc2S3(=O)=O)cc1	-0.1%	-19%[10.9 µM]	-7%	1%
CCOC(=O)Cn1c(=O)oc2cc(S(=O)(=O)N3CCC(C(=O)OCC)CC3)ccc21	1.3%	4%[10.9 µM]	-6%	-4%
OC(COCc1ccc(Cl)cc1)CN1CCN(CC(O)COCc2ccc(Cl)cc2)CC1 (stereo unspecified)	u	-28%	-15%	0%
CC(=O)NC1(c2ccccc2)CCN(C(=O)N2CCOCC2)CC1	0.5%	-2%	4%	-5%
Cc1cccc(N(C)S(=O)(=O)c2cc3c(cc2Cl)NC(=O)CO3)c1	u	-9%[10.9 µM]	u	-10%
COc1ccc(CCC(=O)c2c(O)cc(O[C@@H]3O[C@H](CO)[C@@H](O)[C@H](O)[C@H]3O[C@@H]3O[C@@H](C)[C@H](O)[C@@H](O)[C@H]3O)cc2O)cc1O	0.0%	-2%	-3%	2%[1.84 µM]
CCN1C(=S)SC(=O)C1=C1C=C(C)N(Cc2ccco2)C(C)=C1	-2.8%	-31%[inhibitor]	-1%	7%
CCCCNC(=O)C1CCN(C(=O)Nc2ccc(C)cc2)CC1	x	x	8%	0%

3 of the compounds above, with each value named:
SMILES: CC(=O)NC1(c2ccccc2)CCN(C(=O)N2CCOCC2)CC1
  IkB signaling: 0.5%
  Peg3 imprint: -2%
  p53ts 39C kill: 4%
  p53ts 32C tox: -5%

SMILES: OC(COCc1ccc(Cl)cc1)CN1CCN(CC(O)COCc2ccc(Cl)cc2)CC1 (stereo unspecified)
  IkB signaling: u
  Peg3 imprint: -28%
  p53ts 39C kill: -15%
  p53ts 32C tox: 0%

SMILES: COc1ccc(-c2nc(CSCC(=O)N3CCN(C4CCCCC4)CC3)c(C)o2)cc1OC
  IkB signaling: -3.5%
  Peg3 imprint: -25%
  p53ts 39C kill: 7%
  p53ts 32C tox: 8%

The list continues.
SMILES	IkB signaling	Peg3 imprint	p53ts 39C kill	p53ts 32C tox
CCc1ccccc1N(CC(=O)OC)S(C)(=O)=O	0.2%	3%	-6%	7%
Cc1c(C(Nc2ccccn2)c2ccccc2)c(=O)n(-c2ccccc2)n1C (stereo unspecified)	x	x	20%	8%
CSc1nc(C)cc(Oc2ccc(=O)n(C)n2)n1	1.9%	-7%	0%	5%
Cn1c2ccccc2c2c(C(=O)O)cn(C3CCCC3)c(=O)c21	1.7%	-10%	-2%	5%
O=C(CSc1nc2c([nH]c3ccccc32)c(=O)n1-c1ccccc1F)Nc1ccccc1C(F)(F)F	u	u	-16%	-15%
COc1cccc(N2CCN(C(=O)c3cccc(-n4c(C)nc5cccnc54)c3)CC2)c1	u	12%[10.9 µM]	-19%	-6%
O=C(CN1C(=O)COc2ccc(S(=O)(=O)N3CCCC3)cc21)N1CCN(c2ccccc2)CC1	-0.6%	-12%[10.9 µM]	-25%	3%
COc1ccc(CCNC(=O)CCn2c(=O)c3ccccc3n(CC(=O)Nc3ccccc3F)c2=O)cc1OC	u	-8%[10.9 µM]	9%	8%
CC(C)(C)NC(=O)C(c1ccco1)N(C(=O)c1ccc(CN2CCOCC2)o1)c1ccccc1 (stereo unspecified)	0.7%	-16%	6%	20%
CCCCOc1ccccc1C(=O)Nc1nonc1-c1ccccc1	1.7%	-19%[10.9 µM]	-3%	3%
CCN(CC)C(=O)Cn1c(=O)cc(C)c2c(C)nn(-c3ccc(C)cc3)c21	0.2%	8%[10.9 µM]	-15%	11%
CCOC(=O)c1c(C)n(C)c2ccc(OC)c(NS(=O)(=O)c3ccc(Cl)s3)c12	-1.3%	-16%	-2%	6%
S=c1[nH]nc(C2CCCCC2)n1/N=C/C(Cl)=C\c1ccccc1	x	x	9%	8%
CC(c1ccccc1)N1CC(C(=O)NC2CCCC2)CC1=O (stereo unspecified)	3.1%	-8%	14%	19%
COc1cc2nc(SCC(N)=O)n(CCC3=CCCCC3)c(=O)c2cc1OC	0.4%	-10%	-12%	-5%
N#Cc1ccc(CSCC(=O)O)cc1	0.7%	-9%	10%	0%
COc1ccc(NC(=O)c2cc3c(=O)n(Cc4cccs4)ccc3nc2C)cc1	u	-11%[10.9 µM]	-8%	-7%
O=c1c2ccccc2sn1-c1cc(S(=O)(=O)N2CCOCC2)ccc1N1CCOCC1	u	-85%[inhibitor]	-6%	-3%

Compound activity: PubChem, National Center for Advancing Translational Sciences (NCATS)
